# tim23-1 inh = growth inhibitors of tim23-1 mutant yeast, primary screen, luminescence, uHTS | AID 463212, 2010 | inhibition, % at 20 µM | S. cerevisiae tim23-1 growth, BacTiter-Glo luminescence, 24 h | 330,000 tested, 1.3% active;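 active = growth inhibition of the mutant yeast at or above 50%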;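 also: temperature-sensitive mutant grown at 25 °C; plate controls were DMSO-treated mutant yeast for no effect and medium wells lacking yeast for full effect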
# UPR CHOP act = activators of apoptotic CHOP UPR arm, primary screen, cell-based, CHO-CHOP luciferase reporter, luminescence, uHTS; 330,000 tested, 0.34% active; activation, % at 10 µM; UPR activation; percent of tunicamycin response over DMSO baseline;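 active = at 10 µM dose, activation of 40% or more, normalized to positive control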;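 also: 100% = tunicamycin at 10 µg/mL and 0% = DMSO alone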
#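 System: CHO-CHOP luciferase reporter cell line | Buffer or medium: F12 medium containing 10% fetal bovine serum | Doses: One dose, 10 µM in 0.5% DMSO | Times: 6 h compound exposure at 37 °C after overnight seeding | Signal: Luciferase luminescence | Read-out: % activation vs tunicamycin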
# TIM10 inh = growth inhibitors of isogenic TIM10 control yeast, primary screen, counter-screen for tim10-1 yeast inhibitor project, luminescence, uHTS; inhibition, % at 10 µM; S. cerevisiae TIM10 strain growth, BacTiter-Glo luminescence, 24 h; 330,000 tested, 1.4% active;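 active = inhibition of 40% or more at the single tested concentration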;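 also: wild-type TIM10 isogenic control strain grown at permissive 25 °C; 0% = DMSO yeast wells and 100% = minimal medium wells without yeast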
# tim10-1 inh = growth inhibitors of tim10-1 mutant yeast, primary screen, luminescence, uHTS; S. cerevisiae tim10-1 ts strain growth, BacTiter-Glo, 24 h; inhibition, % at 20 µM; 330,000 tested, 2.2% active; AID 463190, 2010;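 active = inhibition of at least 40%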;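 also: mutant grown at 25 °C; 0% = DMSO wells with yeast and 100% = wells holding no yeast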
# Mdm2 MdmX PPI = inhibitors of human Mdm2-MdmX association, primary screen, cell-based, luminescence, split luciferase, SaOS-2, uHTS; Protein Mdm4 (Homo sapiens) + E3 ubiquitin-protein ligase Mdm2 (Homo sapiens), …; SaOS-2 split-luciferase Mdm2/MdmX complementation; inhibition, % at 8 µM; 330,000 tested, 3% active;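 active = inhibition of at least 50% at 8 µM in the primary screen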
# Target sequence (O15151 whole entry, looked up): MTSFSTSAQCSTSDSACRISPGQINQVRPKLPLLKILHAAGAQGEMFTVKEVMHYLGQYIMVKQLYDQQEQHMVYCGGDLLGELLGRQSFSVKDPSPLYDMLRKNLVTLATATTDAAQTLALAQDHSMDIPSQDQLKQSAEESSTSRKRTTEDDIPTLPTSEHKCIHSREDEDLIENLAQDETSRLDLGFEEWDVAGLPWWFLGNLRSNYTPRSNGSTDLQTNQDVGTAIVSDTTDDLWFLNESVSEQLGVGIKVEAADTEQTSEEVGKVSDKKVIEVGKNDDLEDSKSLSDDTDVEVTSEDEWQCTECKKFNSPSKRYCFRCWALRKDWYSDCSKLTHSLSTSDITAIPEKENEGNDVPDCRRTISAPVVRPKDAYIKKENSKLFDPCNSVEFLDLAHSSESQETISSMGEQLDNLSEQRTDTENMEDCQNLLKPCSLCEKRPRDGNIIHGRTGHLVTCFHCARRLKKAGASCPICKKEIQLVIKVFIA
# Target sequence (Q00987 whole entry, looked up): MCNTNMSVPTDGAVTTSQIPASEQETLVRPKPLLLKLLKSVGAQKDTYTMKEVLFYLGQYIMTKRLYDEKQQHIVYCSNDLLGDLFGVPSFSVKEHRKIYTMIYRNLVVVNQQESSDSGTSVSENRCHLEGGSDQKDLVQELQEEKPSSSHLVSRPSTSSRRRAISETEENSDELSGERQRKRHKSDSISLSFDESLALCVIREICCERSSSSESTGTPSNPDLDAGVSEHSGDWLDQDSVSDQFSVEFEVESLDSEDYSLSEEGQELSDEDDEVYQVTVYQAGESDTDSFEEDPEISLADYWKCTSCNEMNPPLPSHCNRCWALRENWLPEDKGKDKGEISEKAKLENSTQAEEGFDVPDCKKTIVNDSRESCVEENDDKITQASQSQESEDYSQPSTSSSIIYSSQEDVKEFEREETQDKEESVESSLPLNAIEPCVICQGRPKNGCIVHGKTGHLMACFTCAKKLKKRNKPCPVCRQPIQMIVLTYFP
# UPR XBP1 act = activators of adaptive XBP1 UPR arm, primary screen, cell-based, CHO-XBP1 luciferase reporter, luminescence, uHTS | IRE1-XBP1 UPR activation; percent of tunicamycin response, DMSO as zero | activation, % at 20 µM | 330,000 tested, 0.33% active;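 active = versus positive control, 20 µM dose yields 30% or more activation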;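 also: 100% = tunicamycin at 10 µg/mL and 0% = DMSO only wells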
#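 Test system: CHO-XBP1 luciferase reporter cells | Buffer or medium: Serum-containing F12 medium, 10% FBS | Schedule: 6 h compound exposure at 37 °C, 5% CO2 | Detection: Steady-Glo luciferase glow luminescence, 10 min after reagent addition | Read-out basis: Activation, % of tunicamycin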
# Jurkat NFkB inh = inhibitors of induced NF-kB luciferase reporter, primary screen, TCR NF-kB activation inhibitor project, cell-based, luminescence, uHTS; 330,000 tested, 0.53% active; inhibition, % at 4 µM; Jurkat, PMA/ionomycin-induced NF-kB luciferase reporter; in the data active = inhibition above about 50%
# 697 NFkB inh = inhibitors of PMA/ionomycin-induced NF-kB reporter, 697 cells, primary screen, B-cell NF-kB inhibitor project, cell-based, luminescence, uHTS; 697 B-cell NF-kB luciferase reporter, 16 h; inhibition, % at 4 µM; 330,000 tested, 0.33% active; AID 435022, 2010; in the data active = inhibition above about 35%
# Numbers without * were called inactive; . = no result given.
SMILES,tim23-1 inh,UPR CHOP act,TIM10 inh,tim10-1 inh,Mdm2 MdmX PPI,UPR XBP1 act,Jurkat NFkB inh,697 NFkB inh
CCOc1ccc(NC(=O)CN(C)C(=O)c2ccc3nc(CC)c(CC)nc3c2)cc1OCC,19,-1.5,-5,-1,-8,0,5,7
CCOC(=O)N1CCc2c(sc3c2c(=O)n(Cc2ccccc2)c(=O)n3Cc2ccccc2F)C1,15,-2.0,3,9,33,-1,14,7
CC(=O)OCC1OC(OC2C[C@]3(C)C(CC(O)C4C([C@](C)(CCC=C(C)C)OC5OC(CO)C(O)C(O)C5O)CC[C@]43C)[C@@]3(C)CCC(O)C(C)(C)C23)C(O[C@@H]2OC(C)C(O)C(O)C2O)C(O)C1O (stereo partly specified),19,1.0,-1,26,-6,1,-16,-13
COc1cccc(CN2CC(C(=O)N3CCCC3)CCC2=O)c1 (stereo unspecified),1,1.1,-1,20,0,-2,0,16
Cn1c(=O)cc(OCCCC(=O)NCc2cccnc2)c2ccccc21,17,-2.1,-12,-1,-10,-1,-1,19
Cc1cccc(OCCCC(=O)Nc2ccc(Br)cc2)c1,10,-1.7,-16,1,12,0,20,15
Cc1ccc(/C=N/NC(=O)Cn2cnc3ccccc32)o1,13,4.1,7,12,25,2,-1,11
N#Cc1cccc(OCC(=O)NC(=O)NCc2ccccc2)c1,7,3.2,12,7,-4,-2,10,2
O=C(OCc1nnc(-c2ccccc2)o1)c1cc(S(=O)(=O)N2CCOCC2)ccc1F,28,0.2,14,19,-2,-2,19,-1
COc1cccc2c(C)nc(Nc3nc(CSc4nnc(C)s4)cc(=O)[nH]3)nc12,2,-0.1,5,16,27,18,-10,24
COCCN(C(=O)COC(=O)CCc1ccccc1OC)c1c(N)n(Cc2ccccc2)c(=O)[nH]c1=O,5,-1.8,-2,3,-19,-3,13,12
CCN1CCN(c2ccc(N=Cc3ccccc3O)cc2)CC1,4,-0.4,-27,-76,-14,-6,-15,-4
CN(C(=O)COC(=O)c1ccccc1Nc1ccccc1)c1c(N)n(Cc2ccccc2)c(=O)[nH]c1=O,-1,-2.2,1,-5,38,0,4,20
Cc1ccc(C)c(Sc2ccc(S(=O)(=O)Nc3ccc(C(=O)O)cc3)cc2)c1,7,-0.6,10,-7,6,1,-6,-1
O=C(O)C1C2CCC(C2)C1C(=O)N1CCCC1 (stereo unspecified),10,1.3,-5,-13,5,-3,1,6
O=C(CSc1nnc(Cc2ccccc2)n1-c1cccc(Cl)c1)NNC(=O)Cc1ccccc1,7,-0.2,1,20,-8,-3,3,1
CCOc1ccc(-n2c(N)c(-c3nc4ccccc4[nH]3)sc2=S)cc1,-34,-0.1,-18,2,3,-1,-11,-19
COc1ccc(C2C([N+](=O)[O-])=C(C)N(C)C(=O)N2C)cc1OC (stereo unspecified),5,0.0,5,-2,13,-3,4,4
COc1ccccc1NS(=O)(=O)c1cccc(N2CC(O)=C(c3ccccc3)C2=N)c1,22,-1.1,-7,7,28,0,-4,0
COCCN(C(=O)COC(=O)C(c1ccccc1)c1ccccc1)c1c(N)n(Cc2ccccc2)c(=O)[nH]c1=O,3,1.0,14,10,23,-5,-5,-1
O=C(Cn1ncc2c3ccccc3n(Cc3ccccc3)c2c1=O)N1CCN(c2ncccn2)CC1,19,-1.6,27,14,19,4,0,-38
CC(Sc1nc(-c2ccccc2)cc(C(F)(F)F)n1)C(=O)Nc1sc2c(c1C#N)CCC2 (stereo unspecified),15,1.2,7,2,0,1,-5,-3
COc1ccc2[nH]c(O)c(N=O)c2c1,9,-2.4,0,6,0,-1,-13,-2
COc1ccc(NC(=O)Cn2c(=O)n(-c3ccccc3)c(=O)c3oc4ccccc4c32)c(OC)c1,-4,2.1,7,12,23,-2,3,10
Cc1cc(C)c(C#N)c(N2CCN(S(=O)(=O)Cc3ccccc3)CC2)n1,29,-0.6,16,23,2,-4,5,-23
Cc1ccc(C)c(NC(=S)N2CCC(NC(=O)c3cccc(F)c3)CC2)c1,-12,0.6,-2,-16,25,-4,11,7
CC1CCCC(NC(=O)Cn2cc(C(F)(F)F)cc(Cl)c2=O)C1C (stereo unspecified),2,0.2,3,-16,-30,3,-5,15
Cc1c(NC(=O)Nc2ccc([N+](=O)[O-])cc2)c(=O)n(-c2ccccc2)n1C,0,1.6,8,-7,9,-1,2,15
Cc1onc(NC(=O)NC(=O)c2ccccc2F)c1Br,17,2.3,12,19,5,1,-8,-53
O=C(NCCCN1CCCC1=O)c1cc(-c2ccc(F)cc2)nc2ccccc12,8,0.0,-1,-1,5,-1,-14,-6
O=C(N/N=C/c1ccccn1)C(=O)N1CCCCCC1,-2,-1.5,-5,-11,-20,0,9,-8
O=S1(=O)CC/C(=N\O)c2ccccc21,-17,0.6,-8,6,-7,-2,2,7
Cc1ccc(C(=O)N2C3=C(CCCC3)C(=O)NC23CCCCC3)cc1,15,0.0,-17,2,42,-5,-4,22
COc1cccc(CN2CCNC(=O)C2CC(=O)NCCN2CCOCC2)c1OC (stereo unspecified),1,-0.4,3,-11,9,-3,-18,5
Cc1nn(-c2ccccc2)c(Cl)c1C(=O)NCC1CCCO1 (stereo unspecified),-8,0.2,3,-16,5,2,0,16
CCCCn1c(Nc2ccc(OC)cc2)nc2ccccc21,31,1.8,15,8,19,1,-6,3
Cc1ccc(S(=O)(=O)Nc2ccc(C(=O)N3CCN(c4ccccc4O)CC3)cc2)cc1[N+](=O)[O-],15,-1.0,3,6,-30,-3,9,12
CC(C)c1ccc(NC(=O)c2cc([N+](=O)[O-])ccc2N2CCOCC2)cc1,26,1.2,3,16,-6,-2,-9,1
COC(=O)c1ccc(CNC(=O)c2ccc(S(=O)(=O)N3CCCC(C)C3)cc2)cc1 (stereo unspecified),1,0.4,14,3,0,-2,-6,1
COc1ccc(-c2[nH]c(-c3ccc(C)cc3)nc2SCC(=O)NC2CCCC2)cc1,38,1.4,2,28,31,-1,1,-11
CCc1ccc(NC(=S)NC(=O)CC(C)C)cc1,-14,8.4,-5,13,-90,5,-67,-75
O=C1CCN(Cc2ccccc2)C(=O)N1c1ccccc1,0,-1.9,-10,-9,10,-2,11,9
O=C(COC(=O)c1cc(Cl)ccc1O)NC(=O)NCc1ccccc1,-12,-2.5,-19,-17,13,-1,-4,5
CC(C)(C)NC(=O)CCN(/N=C/c1ccccc1)C1=NS(=O)(=O)c2ccccc21,17,2.8,2,20,14,-3,-16,5
CC(C)(C)c1csc(NC(=O)c2ccc(Cl)s2)n1,70*,6.9,5,26,27,30*,-50,-128

# Part of the list above in order of heavy-atom count, highest first.
SMILES,tim23-1 inh,UPR CHOP act,TIM10 inh,tim10-1 inh,Mdm2 MdmX PPI,UPR XBP1 act,Jurkat NFkB inh,697 NFkB inh
Cc1ccc(S(=O)(=O)Nc2ccc(C(=O)N3CCN(c4ccccc4O)CC3)cc2)cc1[N+](=O)[O-],15,-1.0,3,6,-30,-3,9,12
COC(=O)c1ccc(CNC(=O)c2ccc(S(=O)(=O)N3CCCC(C)C3)cc2)cc1 (stereo unspecified),1,0.4,14,3,0,-2,-6,1
CC(C)(C)NC(=O)CCN(/N=C/c1ccccc1)C1=NS(=O)(=O)c2ccccc21,17,2.8,2,20,14,-3,-16,5
CC(C)c1ccc(NC(=O)c2cc([N+](=O)[O-])ccc2N2CCOCC2)cc1,26,1.2,3,16,-6,-2,-9,1
O=C(COC(=O)c1cc(Cl)ccc1O)NC(=O)NCc1ccccc1,-12,-2.5,-19,-17,13,-1,-4,5
CCCCn1c(Nc2ccc(OC)cc2)nc2ccccc21,31,1.8,15,8,19,1,-6,3
O=C1CCN(Cc2ccccc2)C(=O)N1c1ccccc1,0,-1.9,-10,-9,10,-2,11,9
O=C(N/N=C/c1ccccn1)C(=O)N1CCCCCC1,-2,-1.5,-5,-11,-20,0,9,-8
CCc1ccc(NC(=S)NC(=O)CC(C)C)cc1,-14,8.4,-5,13,-90,5,-67,-75
O=S1(=O)CC/C(=N\O)c2ccccc21,-17,0.6,-8,6,-7,-2,2,7

# More compounds
SMILES,tim23-1 inh,UPR CHOP act,TIM10 inh,tim10-1 inh,Mdm2 MdmX PPI,UPR XBP1 act,Jurkat NFkB inh,697 NFkB inh
Cc1ccc2nc(SC(C)C(=O)N3CCCC3)[nH]c2c1 (stereo unspecified),10,3.7,2,22,-58,-2,-40,-43
CCCN(CC1CCCO1)C(=O)CCc1nnc(CCc2ccc(OC)cc2)o1 (stereo unspecified),3,3.2,7,-7,-11,-2,-2,-18
COc1ccc2[nH]c3c(c2c1)CCN1C(=O)C(CC(=O)NCc2ccc(OC)c(OC)c2)C[C@H](C(=O)N(C(C)C)C(C)C)[C@@]31C (stereo partly specified),33,1.4,-11,15,27,3,.,5
CCN(CC)S(=O)(=O)c1cc(NC(=O)C(C)N2CCN(c3ccccn3)CC2)ccc1C (stereo unspecified),0,0.0,11,22,-4,-4,7,1
O=C(O)CNS(=O)(=O)c1ccc2c(c1)CCCC2,-2,-0.7,-7,17,9,0,-1,-5
Cc1nc2ccc(NC(=O)c3ccc(=O)[nH]c3)cc2s1,12,0.5,-4,12,-26,1,-13,-3
CCOc1ccc(C(=O)CCC(=O)N(CC)CC(=O)NCc2ccc(Cl)cc2)cc1,25,2.2,8,19,25,-4,-4,-6
O=C(NC1=NCCS1)c1ccc(Br)s1,24,2.6,13,-5,-105,-1,-116,-101
O=C(COC(=O)/C=C/c1ccccc1Cl)NCC1CCCO1 (stereo unspecified),4,0.7,-7,4,28,1,9,5
CN(C1CCCC1)C1CCN(C(=O)CNC(=O)/C=C/c2cccc(C(F)(F)F)c2)CC1,4,0.1,4,6,7,1,-8,-1
Cc1cc2oc(=O)c(CC(=O)NCCCN(C)C)c(C)c2c2occ(C(C)(C)C)c12,7,4.0,-4,10,94*,8,-3,-43
O=C(OCC(=O)N1CCc2ccccc2C1)c1ccc(N2CCOCC2)c([N+](=O)[O-])c1,21,2.7,-2,39,-11,0,-12,-9
